High-throughput results from PubChem.
RBBP9 inhibitor: human RBBP9 inhibitors, primary screen, biochemical, fluorescence polarization, FP-Rh probe, HTS; recombinant RBBP9; inhibition, % at 7.94 µM; 220,000 tested, 0.2% active; AID 1515, 2009;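 active = inhibition above the campaign mean of all tested compounds plus 3 SD, cut at about 14% in these data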;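 note: plate controls were DMSO wells with RBBP9 for no effect and wells lacking RBBP9 protein for full effect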
Target sequence (O75884 whole entry, looked up): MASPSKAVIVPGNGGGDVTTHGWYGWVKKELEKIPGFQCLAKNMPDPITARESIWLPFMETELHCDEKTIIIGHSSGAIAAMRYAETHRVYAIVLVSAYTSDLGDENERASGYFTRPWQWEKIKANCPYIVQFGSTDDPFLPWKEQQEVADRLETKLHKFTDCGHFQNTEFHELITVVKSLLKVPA
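System: RBBP9 protein | Quantity: 2.5 µM RBBP9 dispensing solution, before mixing | Reagent: FP-Rh probe, 375 nM dispensing solution | Timing: Enzyme-compound preincubation 30 min, then probe labeling 45 min, 25 °C | Measured by: Fluorescence polarization | Read-out: % inhibition | Replication: One well per compound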
Tb hexokinase: Trypanosoma brucei hexokinase 1 inhibitors, primary screen, biochemical, G6PDH-coupled NADH absorbance, MLSCN library | recombinant TbHK1, G6PDH-coupled NADH A340 | inhibition, % at 10 µM | 220,000 tested, 0.11% active | AID 1430, 2008;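 active = inhibition of 50% or more in the single-dose primary screen; inactive = inhibition below 50%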
Furin inhibitor: human furin inhibitors, primary screen, biochemical, fluorescence intensity; AID 463115, 2010; 220,000 tested, 0.061% active; inhibition, % at 30 µM; P09958; purified furin, fluorogenic substrate cleavage; in the data active = inhibition above about 25%; note: inactives centre near -15
Target sequence (P09958 108-714 limits assumed): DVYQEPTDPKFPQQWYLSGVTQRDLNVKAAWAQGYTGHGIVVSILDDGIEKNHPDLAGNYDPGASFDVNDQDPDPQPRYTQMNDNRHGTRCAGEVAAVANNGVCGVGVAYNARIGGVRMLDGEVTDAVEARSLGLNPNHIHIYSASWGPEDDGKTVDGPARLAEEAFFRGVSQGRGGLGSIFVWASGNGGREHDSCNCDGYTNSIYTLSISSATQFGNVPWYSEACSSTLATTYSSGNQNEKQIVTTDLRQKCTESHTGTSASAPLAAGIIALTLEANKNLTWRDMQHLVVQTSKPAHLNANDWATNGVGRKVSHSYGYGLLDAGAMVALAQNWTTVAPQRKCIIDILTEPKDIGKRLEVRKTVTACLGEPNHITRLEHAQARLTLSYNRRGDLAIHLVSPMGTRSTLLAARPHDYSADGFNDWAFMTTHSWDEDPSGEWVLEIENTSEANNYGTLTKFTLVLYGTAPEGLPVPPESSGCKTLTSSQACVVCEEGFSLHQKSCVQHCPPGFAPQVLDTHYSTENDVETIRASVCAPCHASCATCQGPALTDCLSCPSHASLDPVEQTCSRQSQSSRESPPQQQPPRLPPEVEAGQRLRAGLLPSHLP
p47phox inh: p47phox/p22phox peptide binding inhibitors, primary screen, biochemical, uHTS, NADPH oxidase regulatory subunit; inhibition, % at 24.7 µM; 220,000 tested, 0.53% active; AID 1274, 2008; fluorescence polarization, 2 h;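 active = inhibition above about 30%, limit read from the data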;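 note: 0% = p47phox with labelled peptide and 100% = labelled peptide alone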
Runt-SMMHC FRET: inhibitors of RUNX1 Runt–CBFb-SMMHC binding, primary screen, biochemical, FRET, Cerulean-Runt, Venus-CBFb-SMMHC, uHTS. Runt-related transcription factor 1 (Homo sapiens) + Core-binding factor subunit beta …. Cerulean-Runt/Venus-CBFb-SMMHC FRET ratio 530/480, 1 h. inhibition, % at 20 µM. 220,000 tested, 0.74% active;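 active = mean inhibition across duplicate retests at 20 µM reaching about 50%, limit read from the data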;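 note: 0% = DMSO wells and 100% = wells with excess untagged CBFb-SMMHC; inhibitors lower the FRET ratio by blocking Runt binding to CBFb-SMMHC; some results filed as inactive read as strong as hits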
EBV gp42 block: Epstein-Barr virus gp42 inhibitors, primary screen, biochemical, uHTS, fluorescence polarization | inhibition, % (tested at 21.74 µM) | Glycoprotein 42 (Epstein-Barr virus (strain AG876)), Q1HVG2 | 220,000 tested, 0.42% active | Fluorescence polarization binding assay, mP read-out; in the data active = inhibition above about 50%
Target sequence (Q1HVG2 whole entry, looked up): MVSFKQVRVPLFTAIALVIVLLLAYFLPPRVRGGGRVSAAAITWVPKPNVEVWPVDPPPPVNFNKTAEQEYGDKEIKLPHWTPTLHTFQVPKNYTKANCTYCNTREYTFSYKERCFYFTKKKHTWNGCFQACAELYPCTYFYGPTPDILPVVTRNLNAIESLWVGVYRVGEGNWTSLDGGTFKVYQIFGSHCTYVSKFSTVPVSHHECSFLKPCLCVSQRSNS
Runt-CBFb FRET: inhibitors of RUNX1 Runt–CBFb binding, primary screen, biochemical, FRET, Cerulean-Runt, Venus-CBFb, uHTS. Runt-related transcription factor 1 (Homo sapiens) + Core-binding factor subunit beta …. 220,000 tested, 0.46% active. Cerulean-Runt/Venus-CBFb FRET ratio 530/480, 1 h. inhibition, % at 20 µM;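 active = inhibition over about 50% at 20 µM in the single-dose screen, limit read from the data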;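 note: 0% = DMSO wells and 100% = excess unlabeled CBFb competitor control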
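Schedule: protein complex preformed 1 h, compound exposure 1 h, room temperature, dark; test system: Cerulean-labeled Runt domain protein; amount: 100 nM per protein; buffer or medium: Tris 50 mM pH 7.5, KCl, K2SO4, 0.01% BSA; read-out: loss of energy transfer signal; detection: FRET fluorescence; controls: 5 µM unlabeled CBFb as full-inhibition high control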
p97 ATPase inh: inhibitors of human p97 ATPase, primary screen, biochemical; recombinant p97 ATPase, Kinase-Glo ATP luminescence, 3 h; inhibition, % at 8 µM; 220,000 tested, 0.42% active; AID 1481, 2009; Transitional endoplasmic reticulum ATPase (Homo sapiens), P55072; in the data active = inhibition above about 15%;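 note: 0% = DMSO vehicle and 100% = wells lacking enzyme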
m-calpain inh: inhibitors of pig calpain II, primary screen, biochemical, fluorogenic peptide substrate, 1536-well; AID 1236, 2008; 220,000 tested, 0.37% active; inhibition, % at 16 µM; purified calpain II, 30 min;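 active = inhibition above about 50%, limit read from the data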
Numbers without * were called inactive; i = inactive; / = no result given; [ ] = another dose, or the depositor's remark. Rows are unselected, and some 2.7% of all compounds hit somewhere here.

RBBP9 inhibitor	Tb hexokinase	Furin inhibitor	p47phox inh	Runt-SMMHC FRET	EBV gp42 block	Runt-CBFb FRET	p97 ATPase inh	m-calpain inh	SMILES
-5.9	17.3	-19.4	0.5	-1.3	3.1	-3.4	-3.6	26.0	COc1ccc(CC(=O)Nc2ccc3c(c2)CCC3)cc1S(=O)(=O)N1CCOCC1
-10.7	-1.1	-12.1	-11.4	3.0	-3.9	-1.5	1.1	21.9	O=C(NCCc1cccs1)c1ccc(Cl)c(Cl)c1
0.2	-5.4	-21.0[20 µM]	-3.2	-3.4	-1.9	3.8	2.3	6.4	CCN(C(=O)c1c(C)cc(=O)oc1C)c1ccc2c(c1)OCO2
-7.4	0.2	-8.6[20 µM]	-12.6	2.7	4.9	-0.4	0.8	7.9	Cc1cccc(CSC2=CS(=O)(=O)c3ccccc3N2)c1
-5.3	-9.5	-17.4[20 µM]	-1.5	-4.2	-6.4	0.2	-3.9	-31.8	CCn1cc(C(=O)NCC2COc3ccccc3O2)c2cc(OC)c(OC)cc2c1=O (centres undefined)
2.4	0.2	-15.3	-3.5	3.8	-17.3	0.8	6.4	-8.2	Cc1nn(-c2ccccc2)c(=S)n1-c1ccccc1
-1.4	1.1	-10.9	-5.3	-2.8	4.5	0.5	0.6	15.4	CC1(C)NC(=O)N(CCCCOc2ccc(Cl)cc2C=O)C1=O
6.0	2.1	-16.4	-4.8	0.3	-13.5	-2.3	2.1	15.0	COc1ccc(C(C)=O)cc1COC(=O)c1ccc(S(=O)(=O)N2CCOCC2)cc1
-4.0	1.5	-12.1	5.7	1.7	8.4	-0.9	2.8	-4.0	Cc1cc2c(ncn2Cc2ccccc2)c(N)c1C
0.8	2.1	-14.0[20 µM]	-17.8	0.1	-0.4	0.7	-1.3	3.4	Cc1ccc(CNC(=O)CSc2nc(N3CCCCC3)nc(N3CCCCC3)n2)cc1
-4.9	0.4	-13.3[20 µM]	-8.0	0.7	-9.1	-0.1	-2.2	-14.8	CS(=O)(=O)N(CC(N)=O)Cc1ccc(Cl)cc1
-0.2	-4.1	-19.9[20 µM]	-10.2	-1.4	-6.1	-2.1	-4.9	40.0	CSc1nc2ccc(N3C(=O)C4CCCCC4C3=O)cc2s1 (centres undefined)
0.8	-11.7	-17.6[20 µM]	-2.1	-0.7	-3.1	2.5	0.9	3.5	N/C(=N\OC(=O)Nc1ccccc1)c1ncc(C(F)(F)F)cc1Cl
-5.3	-8.1	-16.0	-17.8	0.2	1.8	-0.6	-4.5	-33.3	CCCn1c(SCC(=O)NC2CCCCC2)nnc1-c1ccncc1
-3.0	-11.5	-15.2	6.4	-8.3	8.6	-3.4	-1.1	-15.1	COc1ccccc1N/C(=N/c1nc(C)cc(C)n1)NC(C)=O

RBBP9 inhibitor	Tb hexokinase	Furin inhibitor	p47phox inh	Runt-SMMHC FRET	EBV gp42 block	Runt-CBFb FRET	p97 ATPase inh	m-calpain inh	SMILES
-5.3	-1.0	-7.1[20 µM]	11.2	1.5	-7.2	1.0	-3.3	22.8	O=C(O)CCC(=O)Nc1ccc(OCC(=O)O)cc1
4.9	5.7	-5.2[20 µM]	-0.6	0.7	-2.9	-0.8	3.0	19.6	Cc1ccc(-c2nn(C)c(=O)c3ccccc23)cc1S(=O)(=O)N1CCOCC1
4.3	-12.2	-30.2	-2.7	-0.4	-12.4	0.7	8.0	-12.1	COc1ccc(NC(=S)NNC(=O)c2cccs2)cc1
2.4	11.3	-12.3[20 µM]	-30.4	1.6	-18.7	4.7	4.0	-11.0	O=S(=O)(CCSc1nc2ccccc2o1)c1nc2ccccc2s1
-2.4	33.3	-7.5	1.8	-8.7	-20.1	-0.9	7.7	2.6	CNC(=S)N1CCc2ccccc2C1
-2.7	-0.7	-23.0	-9.9	-3.8	3.3	-0.7	0.7	15.7	COC(=O)c1c(C)[nH]c(O)c1C=Nc1ccc(C#N)cc1
-21.2	-2.1	-21.0	-13.9	-1.0	-18.4	-1.5	8.3	-39.9	O=C(Nc1cccnc1)c1ccc(Cl)c(S(=O)(=O)N2CCc3ccccc32)c1
-13.3	-7.0	-31.3	-10.4	1.0	-11.8	0.5	3.8	2.5	Cc1nc2ccccc2n1S(=O)(=O)c1ccc(S(=O)(=O)N2CCCCCC2)cc1
-4.5	-0.5	-15.7	/	-0.1	/	0.9	-1.2	/	CCOC(=O)N1CCN(C(=O)C2CCC(CNS(=O)(=O)c3ccccc3)CC2)CC1 (centres undefined)
-10.9	1.1	0.9[20 µM]	-16.9	0.5	-13.1	-0.2	-2.8	-15.4	CCC(=O)Nc1ccc2c(c1)ncn2-c1ccccc1
4.0	36.6	-3.9	0.4	4.4	-1.1	-1.8	3.1	15.8	Cc1nn(S(=O)(=O)c2ccc(Cl)cc2)c(C)c1Sc1ccc([N+](=O)[O-])cc1
-6.8	-3.2	-20.1	-19.6	1.1	-13.5	0.1	0.7	10.9	Cc1ccc(CNC(=O)CCCNS(=O)(=O)c2cccc3nonc23)cc1
-5.0	-8.3	-28.0	-17.6	-0.4	-19.6	/	1.9	-9.3	COCCNS(=O)(=O)c1ccc(-c2ccc(S(=O)(=O)NCCOC)cc2)cc1
0.0	-6.4	-38.7	25.6	15.1	4.8	2.0	3.4	-284.7	Cc1ccc(-c2csc3nc4c5ccccc5c(NCCCN5CCOCC5)nn4c(=O)c23)cc1
4.5	-43.6	-21.2	-0.7	1.4	-4.7	5.5	-2.4	-44.4	COc1ccc(C(=O)NC(=S)NNC(=O)[C@H]2C[C@@H]2c2ccccc2)cc1OC

RBBP9 inhibitor	Tb hexokinase	Furin inhibitor	p47phox inh	Runt-SMMHC FRET	EBV gp42 block	Runt-CBFb FRET	p97 ATPase inh	m-calpain inh	SMILES
-8.4	0.5	-22.3[20 µM]	-7.0	0.7	-1.4	-1.6	-1.0	-20.6	Cc1cc(C)n(C(=O)COc2ccc(Cl)cc2Cl)n1
-9.7	-7.4	-14.1[20 µM]	-4.0	-1.9	-5.0	0.3	-5.0	i	CCc1cc2c(=O)c(-c3ccc4c(c3)OCCO4)coc2cc1OC(=O)c1ccco1
-2.7	-13.5	-22.3	-3.8	2.7	4.1	1.8	-5.3	68.4*	O=C(CCCCn1c(=O)c2ccccc2n(CC(=O)NC2CCCC2)c1=O)NCc1ccco1
10.5	-1.8	-28.4	-11.9	6.1	-15.2	1.0	0.7	-5.5	CN(C)c1ccc(NC(=O)c2cccc(C(=O)Nc3ccc(N(C)C)cc3)n2)cc1
-2.0	1.0	-10.6	-0.1	4.1	4.1	0.7	-8.9	14.9	CCCCCOc1ccc(C(=O)NC(CCC)C(=O)O)cc1 (centres undefined)
0.9	7.4	-27.3	-10.2	0.8	-2.4	1.5	-2.6	5.4	Cc1ccccc1NCN1C(=O)C2CCC(C)(C1=O)C2(C)C (centres undefined)
4.5	10.8	-7.6[20 µM]	-3.8	0.7	-15.7	3.2	3.3	-59.9	COc1ccc(S(=O)(=O)N2Cc3ccccc3CC2C(=O)O)cc1 (centres undefined)
2.5	-0.8	-17.7	7.1	-3.5	-6.9	2.4	2.5	17.1	Cn1c(CNS(=O)(=O)c2ccc(F)cc2)n[nH]c1=S
-6.9	2.7	0.7	4.2	-1.0	7.5	0.8	-0.8	8.1	COc1ccc(CCNC(=O)CNC(=O)Cn2cnc3sc(C)c(C)c3c2=O)cc1OC
-6.3	-0.1	-23.0[20 µM]	-13.8	0.9	-29.5	-0.5	3.4	11.3	NC(=S)N/N=C/c1ccccc1OCc1cccc(Cl)c1
-6.7	13.8	-13.0	-4.9	-2.6	-13.1	1.5	-6.3	-23.9	Cn1c(SCC(=O)NCc2ccc3c(c2)OCO3)nnc1C1COc2ccccc2O1 (centres undefined)
-0.9	-30.4	-8.7[20 µM]	-2.2	-1.7	26.7	-9.9	1.4	-52.6	O=C1N/C(=N\N=C\c2ccc3ncccc3c2)SC1Cc1ccc(SC(F)F)cc1 (centres undefined)
-7.8	-7.8	-6.7[20 µM]	-3.4	-1.9	-13.0	0.3	1.6	-50.0	Cc1ccccc1NC(=O)CC1(c2ccc(N(C)C)cc2)C(=O)c2ccccc2C1=O
-2.2	2.4	-19.4	-1.4	2.1	-7.9	0.3	1.9	-11.7	Cc1csc(SCC(=O)Nc2cc(C(C)(C)C)nn2-c2ccccc2)n1
-6.6	-25.9	-21.8[20 µM]	-17.6	9.3	-3.2	10.3	5.2	-60.2	CCC1(C)Cc2c(sc3[nH]c(=S)n(Cc4ccccc4)c(=O)c23)CO1 (centres undefined)

Another view of some results above.
Structure	RBBP9 inhibitor	Tb hexokinase	Furin inhibitor	p47phox inh	Runt-SMMHC FRET	EBV gp42 block	Runt-CBFb FRET	p97 ATPase inh	m-calpain inh
NC(=S)N/N=C/c1ccccc1OCc1cccc(Cl)c1	-6.3	-0.1	-23.0[20 µM]	-13.8	0.9	-29.5	-0.5	3.4	11.3
Cc1cc(C)n(C(=O)COc2ccc(Cl)cc2Cl)n1	-8.4	0.5	-22.3[20 µM]	-7.0	0.7	-1.4	-1.6	-1.0	-20.6
O=C(CCCCn1c(=O)c2ccccc2n(CC(=O)NC2CCCC2)c1=O)NCc1ccco1	-2.7	-13.5	-22.3	-3.8	2.7	4.1	1.8	-5.3	68.4*

Following part:
RBBP9 inhibitor	Tb hexokinase	Furin inhibitor	p47phox inh	Runt-SMMHC FRET	EBV gp42 block	Runt-CBFb FRET	p97 ATPase inh	m-calpain inh	SMILES
2.0	-3.7	-20.8	-6.8	1.7	-5.3	1.2	5.8	-20.5	Cc1ccc(NC(=O)CCC(=O)NNC(=O)c2ccco2)c(C)c1
-8.9	-0.6	-31.3	-8.0	-1.0	-18.3	1.4	1.1	-9.7	CC(=O)OCC(=O)Nc1c(C)cc(C)cc1C
0.0	8.9	-25.3[20 µM]	-8.7	0.1	-1.8	-0.8	6.6	-10.3	Cc1nc2nc(-c3ccco3)[nH]n2c(=O)c1Cc1ccccc1
-10.4	-2.4	-11.7	9.3	-0.8	-13.0	-0.4	-3.7	2.5	Cc1nn(Cc2ccccc2)c(Cl)c1/C=C/C(=O)OCC(=O)NC(C)C(C)C (centres undefined)
